High-throughput results deposited in PubChem by several laboratories.
Peg3 promoter = reduces Peg3 promoter-driven luciferase expression in HeLa. HeLa PEG-Prom luciferase reporter, luminescence, overnight. inhibition, % at 20 µM. actives 1.7% (n = 360,000);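 active = inhibition of at least 50% at 20 µM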
TWEAK-Fn14 inh = TWEAK-Fn14 signaling inhibition | actives 2% (n = 360,000) | inhibition, % at 10 µM | TWEAK-stimulated Fn14 reporter cells, luciferase luminescence, 8 h; in the data active = inhibition above about 50%
TRPM1 prom inh = MITF TRPM1 promoter inhibition in SK-MEL-5 cells; inhibition, % at 12.5 µM; SK-MEL-5 TRPM1 promoter luciferase, 24 h; actives 0.83% (n = 330,000);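 active = mean inhibition across replicates of 60% or more, whatever share of single replicates reaches that level; inconclusive = some that reach 60%, reason not given; inactive = mean inhibition across replicates below 60%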; note: values of inactives mirror those of a sister screen read the other way
iPSC survival up = increases survival of single human iPS cells; hiPSC single-cell survival, ATPlite luminescence; 100% = ROCK inhibitor wells, 0% = DMSO; survival enhancement, % at 20 µM; actives 0.044% (n = 360,000); AID 602274; in the data active = survival enhancement above about 18%;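 note: cells exposed to compounds for 16 hours before the ATP read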
NR2E3 ag-1 = NR2E3 (human) agonism; Q9Y5X4; AID 2300; inhibition of corepressor binding, % at 4.78 µM; actives 0.12% (n = 320,000); GST-NR2E3/biotin-RetCOR TR-FRET, 1536-well;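 active = percent inhibition above the cutoff of mean plus 3 SD of all tested compounds, set per screening campaign, cut at about 20% in these data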;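 note: 0% = DMSO wells and 100% = biotin wells as full block of FRET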
Target sequence (Q9Y5X4 whole entry, looked up): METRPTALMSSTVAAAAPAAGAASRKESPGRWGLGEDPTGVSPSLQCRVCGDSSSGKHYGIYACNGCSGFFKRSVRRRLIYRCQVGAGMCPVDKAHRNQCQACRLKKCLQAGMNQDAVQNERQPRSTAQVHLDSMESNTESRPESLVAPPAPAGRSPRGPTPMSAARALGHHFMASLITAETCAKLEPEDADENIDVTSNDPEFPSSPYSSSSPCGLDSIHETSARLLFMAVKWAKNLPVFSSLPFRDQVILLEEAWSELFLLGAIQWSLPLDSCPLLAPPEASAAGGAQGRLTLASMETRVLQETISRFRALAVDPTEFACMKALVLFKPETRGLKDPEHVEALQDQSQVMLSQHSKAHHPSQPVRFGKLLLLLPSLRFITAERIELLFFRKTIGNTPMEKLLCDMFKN
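Test system – NR2E3–RetCOR corepressor complex · Quantity – NR2E3 fusion 1.35 nM · Buffer or medium – Tris pH 7.5 · Incubation – Compound–protein incubation for 5 h at 4 °C · Technique – TR-FRET, Eu(K)-anti-GST donor, streptavidin-D2 acceptor, ex 340, em 617/671 nm · Evaluation – percent inhibition of 671/617 nm emission ratio versus biotin and DMSO controls · Plate – 1536-well format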
Shn3 3UTR inh = Schnurri-3 reporter inhibition in Clone20 osteoblasts. Clone20 osteoblast Shn3 3'UTR firefly luciferase, 24 h. inhibition, % at 12.5 µM. actives 0.52% (n = 360,000);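 active = mean inhibition of at least 75% with every replicate also reaching 75%; inconclusive = mean inhibition at least 75% but some replicate below; inactive = mean inhibition below 75%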;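 note: 0% = median of neutral control wells and 100% = pilot-screen positive control compound; some compounds past the cut are filed as inactive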
NR2E3 ag-2 = human photoreceptor-specific nuclear receptor agonism; Q9Y5X4; AID 602229; CHO-S Gal4-NCOR/VP16-NR2E3 two-hybrid, luciferase; actives 0.35% (n = 360,000); inhibition of corepressor binding, % at 3.98 µM;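 active = inhibition above the mean of all tested compounds plus 3 SD, cut at about 70% in these data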;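 note: 0% = DMSO with NR2E3 transfected cells and 100% = cells lacking NR2E3 construct; higher means lower luciferase signal from less NR2E3 corepressor binding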
HIF-2a inh = HIF-2a inhibition; 786-0 RCC cells HIF-2a reporter, luciferase luminescence, overnight; inhibition, % at 18.8 µM; actives 0.72% (n = 360,000);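 active = inhibition of the luminescence signal of 40% or more relative to plate controls, in a single-dose primary screen at 18.75 µM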
aDG glyco act = increases alpha dystroglycan glycosylation. Pro5-aDG cells, alpha-DG glycosylation AlphaScreen (IIH6); 0% Pro5, 100% B10-LARGE cell signal. AID 624168. activation, % at 10 µM. actives 0.22% (n = 360,000);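 active = activation of at least 8% versus controls, or a plate z-score of at least 8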;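 note: Pro5 are CHO cells carrying HIG-tagged alpha-DG that lacks glycosylation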
KKLEB tox = reduces viability of KKLEB cystic fibrosis airway cells; KKLEB CF airway cells viability, ATPlite luminescence, overnight; hits give low values; cells stimulated with P. aeruginosa culture filtrate; activity change (cytotoxicity), % at 5 µM; actives 0.36% (n = 360,000);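 active = corrected activity change at or below -50% at 5 µM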
CF NFkB block = inhibitors of cystic fibrosis induced NF-kB; KKLEB NF-kB-GFP reporter, PAF-induced, GFP fluorescence overnight; inhibition, % at 5 µM; actives 0.86% (n = 360,000); AID 588850;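 active = at least 50% inhibition at 5 µM, scaled per plate between neutral and stimulator controls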;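 note: PAF is a Pseudomonas aeruginosa culture filtrate used as stimulus; plate controls were PAF-stimulated DMSO wells for no effect and unstimulated DMSO wells for full effect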
* hit, by the source's call; ? = inconclusive; . = no result given. This is a subset; count on the stated rates, not on these rows.

SMILES	Peg3 promoter	TWEAK-Fn14 inh	TRPM1 prom inh	iPSC survival up	NR2E3 ag-1	Shn3 3UTR inh	NR2E3 ag-2	HIF-2a inh	aDG glyco act	KKLEB tox	CF NFkB block
O=C(C1CCCN(c2nnc(-n3cccc3)s2)C1)N1CCC2(CC1)OCCO2 (configuration not stated)	-7	74*	-2	-0.5	3	-13	-3	5	-0.1	2	4
COC(=O)C1=C(c2ccc(F)cc2F)C[C@@H]2CC[C@H]1N2C(=O)NC(C)C	14	-6	4	-0.9	3	-11	-31	19	-0.1	-7	-16
COc1ccc2c(c1)[C@@]13CCC=C[C@H]1[C@@H](C2)NCC3	-7	-24	-7	-2.4	5	28	24	-9	0.0	6	-6
CCCCCCCSc1cc(OC)c(CCNC)cc1OC	112*	13	102*	-1.3	-1	94*	-13	44*	-0.7	-22	29
CN1CCCN(C(=O)COc2ccccc2Br)CC1	14	11	2	0.0	1	0	-16	16	-0.1	0	-9
CCCCn1c(=O)c(C(=O)NCc2ccco2)c(O)c2ccccc21	15	17	10	0.3	4	16	-9	23	-0.2	13	1
CCOC(=O)CNC(=O)N1Cc2cc(N3CCOCC3)ccc2-n2nncc2C1	15	-4	.	0.3	.	-1	-1	8	-0.2	-8	-15
COC(=O)C1=C(c2ccc(OC)c(OC)c2)C[C@@H]2CC[C@H]1N2C(=O)NCCOc1ccc(OC)cc1	-12	10	9	-2.0	4	11	0	-1	0.0	-8	6
CC(Cc1ccccc1)NC(=O)Cc1ccc([N+](=O)[O-])cc1 (configuration not stated)	18	0	-11	-0.1	-1	-73	-15	10	0.0	-1	-8
COC(=O)C1=C(c2ccccc2OCc2ccccc2)C[C@@H]2CC[C@H]1N2C(=O)NCc1ccc(C(C)(C)C)cc1	10	25	13	1.9	3	76	-8	6	0.0	6	10
COC1=C(C)C(=O)C2=C(C1=O)C(CO)N1C(C#N)C3CC4C(C1C2N1CCOC41)N3C (configuration not stated)	95*	37	76*	-3.2	.	-6	-7	30	0.4	-23	88*
CN(C)C1(c2nnnn2-c2ccc(Cl)cc2)CCCCC1	23	14	9	0.0	0	-18	-19	6	-0.1	-11	15
N#CC1c2ccccc2-n2nncc2CN1S(=O)(=O)c1ccccc1 (configuration not stated)	7	-1	1	-2.0	.	1	-49	5	-0.3	4	8
Nc1ccc(CCN2CCCC2)cc1	3	2	-1	1.1	3	-20	-14	11	0.0	4	1
c1cncc(C2CC(c3cccs3)n3ncnc3N2)c1 (configuration not stated)	8	5	9	-1.8	5	2	-5	18	0.0	-7	10
O=c1[nH]c(O)c(N=Nc2ccc3c(c2)OCCO3)c(=O)[nH]1	-32	91*	52	-3.4	-2	37	69	39	-0.5	-6	2
N#C[C@H](O[C@@H]1O[C@H](CO[C@@H]2O[C@H](CO)[C@@H](O)[C@H](O)[C@H]2O)[C@@H](O)[C@H](O)[C@H]1O)c1ccccc1	11	17	-4	-0.7	.	-12	21	11	0.0	-11	12
CN(C)c1ccc(C(=O)c2ccc(N(C)C)cc2)cc1	-144	26	-28	-2.3	-1	-64	-169	-166	-0.3	-15	6
O=C1CC(c2cccnc2)=NN1c1ccccc1	-5	-3	4	-1.1	-6	74	-6	17	-0.2	-2	-14
NP(=O)(OCCCc1ccccc1)c1ccccc1 (configuration not stated)	-9	2	-6	1.2	4	0	3	5	0.0	7	-6
CC(C)OC(=O)C1C2c3ccccc3C(c3ccccc32)C1C(=O)O (configuration not stated)	-3	3	0	0.2	4	20	21	11	-0.1	1	16
CCCC1(CCC)C(=O)NC(=Nc2ccccc2)NC1=O	-88	5	17	-0.7	1	-1	20	17	0.0	-2	-5
C[C@]12CCC3C(CC[C@H]4C[C@@H](O)CC[C@]34C)C1CCC2=O (some centres not stated)	-5	-3	-5	-1.4	.	31	15	8	-0.3	-2	1
COc1ccc2[nH]c(C)c(CCNCc3cn(C)c4ccccc34)c2c1	87*	13	47	-0.3	1	54	15	9	1.7	-19	39
CN1CC(C(=O)c2ccc(Cl)cc2)C(c2ccc(N(C)C)cc2)C1 (configuration not stated)	14	15	-23	-2.3	5	4	-1	6	-0.7	-5	-7
CCOc1cc(CNCCc2c[nH]c3ccccc23)cc(Cl)c1OC	62*	-5	4	-0.5	-3	73	6	23	0.8	0	8
NCCc1ccc(S(N)(=O)=O)cc1	7	1	-1	0.6	2	-10	5	7	-0.1	-9	-6
CCCCc1ccc(NC2=NCCCS2)cc1	-106	27	-45	-0.2	0	21	0	-105	0.4	-10	20
CCC(C)C1(CC)C(=O)NC(=O)N=C1N (configuration not stated)	4	4	12	-1.1	-1	17	-15	19	-0.2	-17	15
CC(=O)C1(c2ccccc2)CCN(C(=O)C2CCC(=O)N(CCc3cccc(F)c3)C2)CC1 (configuration not stated)	3	2	15	0.7	4	8	-16	-4	0.0	-2	2
CC[N+](C)(CC)CCCOC(=O)C(O)(c1ccccc1)C1CCCCC1 (configuration not stated)	0	32	4	1.8	2	5	-12	14	-0.1	-4	11
Cc1ccc(C2=NC(C)(C)N3C2C3c2ccc([N+](=O)[O-])cc2)cc1 (configuration not stated)	8	-4	-9	3.4	0	10	-28	17	0.0	1	0
Cc1nc2cc(-c3ccc(Cl)cc3)nn2c(C)c1CCC(=O)N1CCC2(CC1)OCCO2	-10	44	?	-1.5	.	49	-16	81*	1.3	-2	2
COc1ccc(C(C)=O)cc1CC(C(=O)c1ccc(C)cc1)N(C)C (configuration not stated)	-2	-4	8	1.8	3	-23	17	5	0.4	8	2
O=C1/C(=C\c2cc3c(cc2Cl)OCO3)N2CCC1CC2	22	8	2	-1.0	1	15	3	-14	0.0	-5	0
O=c1oc2ccccc2c(O)c1C(c1ccccn1)c1c(O)c2ccccc2oc1=O	-1	-6	15	0.7	1	-8	-36	10	-0.2	3	-10
COc1ccc(CCNCc2ccccc2F)cc1	-20	7	-10	-0.1	-3	-9	-22	-29	0.2	4	-4
CC1CCN(CC#CCOc2ccc(Cl)cc2)CC1	-14	-10	-9	-0.2	4	-7	-27	-22	-0.1	-4	11
CC[C@H](C)[C@@H]1NC(=O)CNC(=O)c2csc(n2)[C@H](C(C)(C)O)OC(=O)C(C)(C)[C@H](CCCC(C)(Cl)Cl)OC(=O)c2csc1n2	65*	-25	.	-4.7	.	56	35	42*	0.3	-91*	83*
CCOC(=O)CN1C(=O)C2(C(C#N)=C(N)Oc3ccccc32)C(C(=O)OC)=C1C (configuration not stated)	5	-2	-2	-2.1	3	1	-13	9	0.2	7	-15
CCC(C)N1CCN(C(=O)Cc2ccccc2)CC1 (configuration not stated)	9	12	10	0.3	-2	2	4	13	0.2	-2	10
CCCCN1C(=O)NC(=O)C2(Cc3c(nc4c(C)cccn4c3=O)N3CCc4ccccc4C32)C1=O (configuration not stated)	11	14	9	-1.3	2	0	-19	-10	0.2	1	0
O=c1c2ccccc2nc(-c2ccccc2)n1-c1nccs1	27	32	14	-0.9	0	5	-4	2	-0.1	6	-5
CCCNC(=O)N1[C@H]2CC[C@@H]1C(C(=O)OC)=C(c1ccc(F)cc1F)C2	-7	10	-19	-3.0	3	11	3	3	0.0	-8	-13
COCCCNC(=O)c1c(NC(=O)c2ccco2)n(Cc2ccccc2)c2nc3ccccc3nc12	27	14	-4	3.4	3	15	-2	8	0.0	-12	26
CCOP(=O)(OCC)OCC	-10	0	2	-1.3	0	3	-6	3	-0.3	-1	-12
C[N+](C)(N)CCOC(=O)C(O)(c1ccccc1)C1CCCCC1 (configuration not stated)	14	-10	2	-0.5	0	-3	5	0	0.0	9	-10
CC12CN3CCN(CC(C3)C1O)C2 (configuration not stated)	10	-2	4	2.9	3	-5	10	18	0.0	13	-6
C[n+]1c(-c2ccccc2)cc(-c2ccc(O)cc2)cc1-c1ccccc1	2	-2	4	-0.4	-4	14	-15	2	-0.1	-2	6
CCC1=Nc2cc(C(=O)N3CCC4(CC3)OCCO4)ccc2Sc2ccc(Br)cc21	-10	4	4	0.8	4	14	12	19	0.0	-22	16
CC(=NCC1CCCO1)c1c(O)n(Cc2ccccc2)c(=O)[nH]c1=O (configuration not stated)	5	5	7	-0.7	2	1	8	16	-0.3	3	1
Cc1c(CCC(=O)N2C[C@H]3C[C@@H](C2)c2cccc(=O)n2C3)c(=O)oc2c(C)c(O)ccc12	-7	18	.	-0.5	.	-4	8	-1	-0.2	-3	-7
NC(Cc1ccc(Cl)cc1)c1csc(Nc2cnccn2)n1 (configuration not stated)	32	-23	.	-2.0	.	9	6	-21	0.6	-14	-21
Cc1ccccc1NC(=O)CCl	11	7	-1	0.4	1	-10	-3	13	0.1	3	-16
O=C1NC(=O)C(CCc2ccncc2)(Cc2cccc(Cl)c2Cl)C(=O)N1c1ccc(Br)cc1 (configuration not stated)	57*	27	12	0.0	0	-12	-41	24	0.2	-22	28
CCCCCn1c(=O)c(C(=O)Nc2cccc(C)c2)c(O)c2ccccc21	12	1	12	-0.3	6	27	-9	1	0.2	-5	27
Cc1ccc(OCC(=O)Nc2ccc(Cl)cc2C(=O)c2ccccc2)cc1	13	1	4	-1.0	0	-2	-2	2	0.0	4	8
CCn1c(O)c(C=NCc2ccccc2)c(=O)[nH]c1=S	17	0	5	-1.9	3	7	1	12	-0.3	4	-4
CCCCCn1c(=O)c(C(=O)Nc2ccccc2C)c(O)c2ccccc21	-65	-16	-10	-0.7	2	-8	-60	-123	-0.1	2	-6
COc1ccc(CNC(=O)/C=C/c2ccc3[nH]cc(CCN(C)C)c3c2)cc1	-9	-2	-6	-0.1	3	7	0	12	0.2	-1	-9

The list continues.
SMILES	Peg3 promoter	TWEAK-Fn14 inh	TRPM1 prom inh	iPSC survival up	NR2E3 ag-1	Shn3 3UTR inh	NR2E3 ag-2	HIF-2a inh	aDG glyco act	KKLEB tox	CF NFkB block
CN1CCC(O)(c2ccccc2)C2CCCC21 (configuration not stated)	14	3	-8	-1.5	4	-18	-9	-6	0.1	-13	-3
CC1(CCCc2ccc(N(CCCl)CCCl)cc2)NC(=O)NC1=O (configuration not stated)	5	6	.	-0.1	.	25	-6	5	0.5	-13	10
O=C(OC1CCN(CCCl)CC1)C(c1ccccc1)c1ccccc1	10	0	39	-3.5	-1	93*	9	13	-0.1	44	1
CC1OC(NCCc2ccccc2)C(O)C(O)C1O (configuration not stated)	1	7	5	-2.0	-1	15	-10	-2	-0.1	9	-11
